Assay outcomes (PubChem BioAssay)
Kir21 inh – inhibitors of mouse Kir2.1 inward-rectifier potassium channel | P35561 | HEK293-Kir2.1, FluxOR thallium flux fluorescence; stronger effect = lower value | B-score at 10 µM | 310,000 tested, 0.85% active | AID 1672;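 active = fluorescence ratio B-score at or below minus 3 SD of library scores, with starting-brightness B-score within 2 SD, cut at about -4.2 in these data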;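 note: channel flux triggered by added potassium and thallium sulfate stimulus; B-score of peak minus minimum fluorescence over baseline after thallium stimulus; more negative B-score means stronger Kir2.1 block with less thallium influx; some compounds called inactive have numbers as strong as hits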
Target sequence (P35561 whole entry, looked up): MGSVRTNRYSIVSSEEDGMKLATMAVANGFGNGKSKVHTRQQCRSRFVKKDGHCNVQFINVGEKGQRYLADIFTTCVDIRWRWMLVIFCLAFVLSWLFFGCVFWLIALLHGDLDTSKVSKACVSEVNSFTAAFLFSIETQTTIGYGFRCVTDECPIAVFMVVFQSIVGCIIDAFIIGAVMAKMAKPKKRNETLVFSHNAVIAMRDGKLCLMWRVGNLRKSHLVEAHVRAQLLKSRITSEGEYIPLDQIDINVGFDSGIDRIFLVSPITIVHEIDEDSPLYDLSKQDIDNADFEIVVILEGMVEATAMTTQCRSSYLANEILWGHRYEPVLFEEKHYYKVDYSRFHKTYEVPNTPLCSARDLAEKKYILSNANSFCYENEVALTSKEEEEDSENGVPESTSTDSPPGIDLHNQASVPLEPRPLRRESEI
STK33 kinase inh – inhibitors of human STK33 kinase; purified STK33, MBP phosphorylation, ADP-Glo luminescence; inhibition, % at 10 µM; 320,000 tested, 0.073% active;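 active = inhibition at or above 25%, using the most active replicate where run in duplicate; inactive = inhibition below 25%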
Target sequence (Q9BYT3 whole entry, looked up): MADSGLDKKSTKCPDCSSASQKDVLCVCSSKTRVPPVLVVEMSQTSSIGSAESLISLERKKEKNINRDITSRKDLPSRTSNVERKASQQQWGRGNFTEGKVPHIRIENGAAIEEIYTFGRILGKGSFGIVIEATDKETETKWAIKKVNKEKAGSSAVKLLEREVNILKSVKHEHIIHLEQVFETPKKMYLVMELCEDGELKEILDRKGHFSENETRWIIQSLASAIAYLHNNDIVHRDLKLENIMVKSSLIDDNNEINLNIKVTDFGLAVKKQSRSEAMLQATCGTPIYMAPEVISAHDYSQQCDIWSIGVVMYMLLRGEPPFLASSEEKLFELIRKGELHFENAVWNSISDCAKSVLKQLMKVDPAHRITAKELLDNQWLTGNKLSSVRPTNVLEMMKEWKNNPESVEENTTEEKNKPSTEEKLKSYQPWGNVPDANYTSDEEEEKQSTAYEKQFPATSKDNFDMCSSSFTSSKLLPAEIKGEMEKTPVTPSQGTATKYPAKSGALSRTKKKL
* marks the source's active call; other numbers are inactive results; nt = no result given.

Kir21 inh	STK33 kinase inh	SMILES
-1	0.6	O=C(NCCNc1nccc(C(F)(F)F)n1)c1cccs1
1.45	-1.9	O=C1NN(c2ccccc2)C(=O)/C1=C/c1ccc(-c2ccc(C(=O)O)cc2)o1
1.27	-1.8	O=C(O)CCCCCCCCc1cn(Cc2ccc(C(=O)c3ccccc3)cc2)nn1
-0.05	-0.8	CC(=O)c1cccc(NC(=O)CCc2nnc3ccc(N4CCN(C)CC4)nn23)c1
0.74	-3.5	O=C(c1cccc([N+](=O)[O-])c1)N1CCCN(C(=O)c2cccc([N+](=O)[O-])c2)CC1
-1.15	-0.6	COc1ccc(Cc2nnc(SCC(=O)NC(C)c3ccccc3)o2)cc1 (stereo not given)
nt	0.0	CCOC(=O)[C@H]1[C@H]2COc3ccc(Cl)cc3[C@@H]2N2C(=O)CN(Cc3ccc(OC)cc3)C(=O)[C@@]12C
0.42	-0.8	O=C(NN=C1C2CC3CC(C2)CC1C3)c1cccs1
2.18	-2.3	Cc1cc(NS(=O)(=O)c2ccc(NC(=O)CCCOc3ccccc3C)cc2)no1
1.96	-0.4	CCOC(=O)NC(Nc1sc2c(c1C(=O)OC)CCN(C)C2)(C(F)(F)F)C(F)(F)F
-0.01	-1.4	CCOc1ccc(OCCC(=O)OCC(=O)c2c(N)n(C)c(=O)n(C)c2=O)cc1
0.61	-0.1	CCOc1ccc(NC(=O)N2CCCC2C(=O)NCc2ccco2)cc1 (stereo not given)
-0.15	-1.9	C=C(C)C(=O)Nc1cccc(C2=NOC3(C2)C[C@@H](C(N)=O)N(C(=O)[C@H]2CCC(=O)N2)C3)c1 (stereo not given in full)
0.72	-0.8	Cc1ccc(C2(C)NC(=O)N(CC(=O)NNC(=O)c3ccoc3C)C2=O)cc1 (stereo not given)
-4.93*	-0.8	Cc1ccc(S(=O)(=O)Nc2cc(C)c(O)cc2C)cc1
nt	0.4	CN(C(=O)COC(=O)/C=C/c1ccc2ccccc2n1)c1c(N)n(Cc2ccccc2)c(=O)[nH]c1=O
-0.7	0.3	O=C(OCC(=O)N1CCCc2ccccc21)c1ccc(Br)o1
-3.26	0.2	Cn1nc(C(F)(F)F)c(-c2cccc(C(F)(F)F)c2)c1NC(=O)c1ccco1
1.13	0.5	COc1ccc2c(c1)OC1(C)CC2C(C(=O)c2ccccc2OC)C(=O)N1 (stereo not given)
-1.11	-0.6	CCOCCOC(=O)c1ccc(-n2cncn2)nc1
-0.76	-0.2	CCOC(=O)C(=O)/C(C#N)=C/Nc1ccc(F)cc1
2.81	-0.7	CC(=O)Nc1ccc(NC(=O)CSc2nnc(-c3cccs3)n2N)cc1
-0.31	0.7	COc1cccc(OCC(O)CNC(=O)c2oc3ccc(C)cc3c2C)c1 (stereo not given)
-0.59	-0.5	O=C(O)c1ccnc(Cl)c1
0.83	1.1	Cc1c(NC(=O)CSc2nc(-c3ccco3)cc(C(F)(F)F)n2)c(=O)n(-c2ccccc2)n1C

Going on with the list.
Kir21 inh	STK33 kinase inh	SMILES
nt	0.0	COc1ccc(S(=O)(=O)Nc2cccc3c2O[C@H](CN(C)C(=O)Nc2c(C)noc2C)[C@@H](C)CN([C@H](C)CO)C3=O)cc1
nt	-0.5	CCN(CC(=O)Nc1cc(Cl)ccc1Cl)C(=O)c1ccc(-n2cccn2)cc1
nt	0.2	CC1CC1C(=O)OCC(=O)Nc1cccc(F)c1 (stereo not given)
nt	8.2	Cc1nc2ccc(NC(=O)Cc3ccsc3)cc2s1
-2.8	0.1	CCN(CC)CCCNC1=C(Cl)C(=O)c2ccccc2C1=O
-0.72	-1.0	CCOC(=O)CCNCc1ccc(F)cc1
1	-1.3	CCN(CC)c1ccc(NC(=O)COC(=O)CCC(=O)c2ccc(F)cc2)cc1
-2.03	-0.7	COc1ccc(CC(=O)Nc2ccc(C(=O)O)cc2NC(=O)Cc2ccc(OC)cc2)cc1
1.05	2.1	Cc1nc2c(C(=O)NCCc3ccccc3Cl)c[nH]n2c(=O)c1Cl
-1.36	-0.8	Cc1c(NC(C)c2cc(Cl)ccc2O)c(=O)n(-c2ccccc2)n1C (stereo not given)
-1.24	-0.7	OC1CCN(Cc2ccc(OCc3ccccc3)cc2)CC1
-0.01	-1.0	COC(=O)c1sccc1NC(=O)Nc1ccc(Cl)c(Cl)c1
-0.13	-0.7	Cc1ccc(C)c(NC(=O)CCC(=O)NN=C2CCCC2)c1
-0.79	-1.0	COc1cccc(CNCc2ccccc2Br)c1OC
-0.12	nt	Cc1ccccc1C(=O)NNC(=S)Nc1cccc(C(F)(F)F)c1
0	0.2	NC(=O)c1ccc(N2CCN(c3ccc(O)cc3)CC2)c([N+](=O)[O-])c1
nt	0.7	Nc1nc(COC(=O)C2CC(=O)N(CCc3ccccc3)C2)nc(Nc2ccccc2)n1 (stereo not given)
0.92	-0.4	CC1(C)CC(NC(=O)c2cc(S(=O)(=O)N3CCOCC3)c(Cl)cc2Cl)CC(C)(C)N1
0.6	1.5	Cc1onc(-c2ccccc2)c1C(=O)OCC(=O)N(CC(C)C)c1c(N)n(Cc2ccccc2)c(=O)[nH]c1=O
0.05	-0.6	COc1cc(CN2CCC(C(=O)NC3CCCC3)CC2)cc(Br)c1O
-0.22	-2.1	Cc1nc2ccccn2c1CN(C)C(=O)C1CCC(=O)N(CCc2cccc(F)c2)C1 (stereo not given)
-0.11	1.4	CC(=O)CC(=O)Nc1ccc(Cl)cn1
1.2	-0.3	CCn1cc(CNC(=O)/C=C/c2cnn(C)c2)c(C)n1
-0.05	nt	COC(C[C@H]1O[C@H]1[C@@H](O)[C@@H](C)OCc1ccccc1)OC
2.9	0.5	Fc1cccc(Nc2ncnc3sc4c(c23)CCC4)c1

Ordered by the number under STK33 kinase inh (highest first): 5 from the list above
Kir21 inh	STK33 kinase inh	SMILES
1.05	2.1	Cc1nc2c(C(=O)NCCc3ccccc3Cl)c[nH]n2c(=O)c1Cl
-0.11	1.4	CC(=O)CC(=O)Nc1ccc(Cl)cn1
1.2	-0.3	CCn1cc(CNC(=O)/C=C/c2cnn(C)c2)c(C)n1
-0.01	-1.0	COC(=O)c1sccc1NC(=O)Nc1ccc(Cl)c(Cl)c1
1	-1.3	CCN(CC)c1ccc(NC(=O)COC(=O)CCC(=O)c2ccc(F)cc2)cc1

A different layout for some results above.
Compound	Kir21 inh	STK33 kinase inh
C=C(C)C(=O)Nc1cccc(C2=NOC3(C2)C[C@@H](C(N)=O)N(C(=O)[C@H]2CCC(=O)N2)C3)c1 (stereo not given in full)	-0.15	-1.9
Cc1ccc(C2(C)NC(=O)N(CC(=O)NNC(=O)c3ccoc3C)C2=O)cc1 (stereo not given)	0.72	-0.8

Continuation:
Kir21 inh	STK33 kinase inh	SMILES
-0.39	-6.5	O=C(Nc1ccccc1F)c1ccccc1-c1ccc(C(F)(F)F)cc1
0	-1.2	COc1cc(OC)cc(C(=O)N[C@H](C(=O)Nc2cc(F)ccc2C)C(C)C)c1
0.62	-1.4	CCN1CCN(C(=O)c2ccc(N3CC4CC(C3)c3cccc(=O)n3C4)c(NC(=O)c3cc(OC)cc(OC)c3)c2)CC1 (stereo not given)
1.32	-1.9	CCCCCc1ccc(-c2ccc(/C=C/C(N)=O)cc2)nc1
0.79	1.9	O=C1CSC(c2cn(-c3ccccc3)nc2-c2cc3ccccc3oc2=O)N1Cc1cccnc1 (stereo not given)
-0.63	nt	COc1ccc(N=C2NC(=O)/C(=C\C=C\c3ccco3)S2)cc1
0.21	1.5	Cc1cc(NS(=O)(=O)c2ccc(NC(=O)NC3CCCCC3)cc2)no1
-3.17	2.1	CCn1nnc(NC(=O)c2c(OC)cccc2OC)n1
0.54	-0.1	CCc1nc2ccc(C(=O)NCCc3ccccc3OC)cc2nc1CC
1.96	-1.7	COc1ccc(C2Nc3ccccc3C(=O)N2c2ccc(C)cc2)cc1Cn1cc([N+](=O)[O-])cn1 (stereo not given)
1.46	-1.5	O=C(O)c1ccccc1NS(=O)(=O)c1ccc2c3c(cccc13)C(=O)N2
-0.02	0.9	CCCCn1c(NCCN(C)C)nc2c1c(=O)[nH]c(=O)n2C
-0.6	-0.8	O=C(NC(C(=O)c1ccccc1)N1CCOCC1)c1ccccc1 (stereo not given)
0.39	-0.6	Cc1cccc(N2Cc3ccccc3C2=NC(=O)c2ccc(Cl)nc2)c1
1.25	-3.0	CCCCn1c(N)c(N(CCOC)C(=O)c2ccc(N3CCCC3)c([N+](=O)[O-])c2)c(=O)[nH]c1=O
-0.53	-0.4	Cn1c(=O)c2c(nc(N/N=C/c3ccc(OC(=O)c4ccco4)cc3)n2Cc2ccccc2Cl)n(C)c1=O
-1.45	-0.3	CC(=O)N1CCc2cc(S(=O)(=O)NCCC(=O)NC3CCCCCC3)ccc21
-0.6	-2.0	CCC(CC)C(=O)Nc1cccc(SC)c1
-0.68	-0.5	O=C(N/N=C1/CC2C=CCC12)c1ccco1 (stereo not given)
1.14	0.3	O=C(c1ccc(-c2cccc(C(F)(F)F)c2)o1)N1CCN(c2ccccc2O)CC1
0.66	0.8	O=C(Nc1cc(Cl)ccc1O)c1cc2n(n1)C(C(F)(F)F)CC(c1ccc3c(c1)OCO3)N2 (stereo not given)
2.35	1.7	CC1(c2ccc(OC(F)F)cc2)NC(=O)N(CC(=O)Nc2ccccc2)C1=O (stereo not given)
0.13	0.2	CCOc1ccc2[nH]c(=O)c(C(c3nnnn3Cc3ccco3)N3CCC(C)CC3)cc2c1 (stereo not given)
-0.09	-0.3	COc1ccc(OC)c(S(=O)(=O)NCC(c2ccco2)N2CCc3ccccc32)c1 (stereo not given)
1.15	-1.7	CN(C)C(=O)Cn1c(=O)n(C)c2ccccc21

(list continues)
Kir21 inh	STK33 kinase inh	SMILES
0.32	-0.4	CCOC(=O)c1cnn(CC2CCCCC2)c1N
0.08	0.4	CC(=O)Oc1ccc2c(=O)c(-c3ccccc3)c(C)oc2c1
-0.22	0.3	CCCCOc1ccc(C(=O)NCC(=O)NCC(c2ccco2)N2CCCCC2)cc1 (stereo not given)
1.6	-1.8	Cc1cc2ccccn2c1C(=O)c1cccc([N+](=O)[O-])c1
0.08	-0.9	CC(C)(O)P(C)(=O)c1ccccc1 (stereo not given)
0.75	-1.4	O=c1cnnc(N/N=C/c2ccc3c(c2)OCO3)[nH]1
0.78	-0.7	COc1cc([N+](=O)[O-])ccc1NC(=O)C[n+]1ccccc1C
-0.54	-1.6	CC(=O)Nc1ccc(S(=O)(=O)Nc2nc3ccccc3nc2Cl)cc1
-0.39	-0.2	Cc1nnc(NC(=O)C(C)Sc2nnc(-c3ccco3)n2C)s1 (stereo not given)
0.93	-1.8	CCN(CC)C(=O)n1nc(C)c(CN2C(=O)c3ccccc3C2=O)c1C
-0.86	1.5	Cc1nc2ccc(NC(=O)/C=C/C(=O)O)cc2nc1C
-1.56	0.1	CSc1ncccc1C(=O)N1CCN(S(=O)(=O)c2ccc(F)cc2)CC1
2.5	1.0	Cc1cccc(C(=O)N[C@H](C(=O)OCc2cc(=O)n3c(n2)sc2ccccc23)C(C)C)c1
1.22	-1.7	CC(C)OC(=O)CSc1nnc(-c2cccnc2)n1N
-0.79	1.1	CN1c2ccccc2-c2nc3ccccc3n2C1c1ccccn1 (stereo not given)
-2.2	0.2	Cc1c(NC(=O)C2CCCN(S(=O)(=O)c3cnc[nH]3)C2)c(=O)n(-c2ccccc2)n1C (stereo not given)
0.26	-1.6	COc1ccc(CCNc2ccncn2)cc1
0.81	-0.2	C=CCn1c(COc2ccccc2)nnc1SCC(=O)N/N=C/c1cc(Cl)ccc1O
-0.05	-0.6	CCS(=O)(=O)N1CCC(C(=O)NC2CCCCCCC2)CC1
1.2	-1.2	COc1cc(OC)c(OC)cc1/C=N/NC(=O)c1cnccn1
1.65	-0.7	CCCCn1c(N)c(N(CC(C)C)C(=O)CCC2CCCCC2)c(=O)[nH]c1=O
-0.28	-0.4	CCCC(=O)NC(Nc1ccc(S(=O)(=O)Nc2ncccn2)cc1)(C(=O)OCC)C(F)(F)F (stereo not given)
2.86	-0.6	COCCNC(=O)NC(=O)COC(=O)Cc1ccc2c(c1)OCCO2
1.37	-2.1	Cn1c(C(F)(F)F)nc2c(=O)oc3ccccc3c21
2.87	-2.2	CCCCCCCC(=O)NNC(=O)c1c(O)c2ccccc2n(CC)c1=O

Next section.
Kir21 inh	STK33 kinase inh	SMILES
0.99	3.5	COC(=O)c1cccc(N(C(=O)c2ccco2)C(C(=O)NC2CCCC2)c2ccco2)c1 (stereo not given)
1.25	-1.3	O=C(Nc1ncc2c(n1)CC(c1cccc(Cl)c1)CC2=O)c1ccco1 (stereo not given)
1.74	-0.3	O=C(c1ccc(N2CCCCC2)c([N+](=O)[O-])c1)N(c1ccccn1)c1ccccn1
0.15	0.0	O=C(NC1(O)C(=O)c2ccccc2C1=O)c1c(Cl)cccc1Cl
-0.15	-0.2	O=C(CCc1ccc(S(=O)(=O)NCCc2ccccc2)cc1)Nc1ccc2c(c1)OCCO2

An excerpt from further up, for reference:
Kir21 inh	STK33 kinase inh	SMILES
2.86	-0.6	COCCNC(=O)NC(=O)COC(=O)Cc1ccc2c(c1)OCCO2
1.37	-2.1	Cn1c(C(F)(F)F)nc2c(=O)oc3ccccc3c21
2.87	-2.2	CCCCCCCC(=O)NNC(=O)c1c(O)c2ccccc2n(CC)c1=O
0.99	3.5	COC(=O)c1cccc(N(C(=O)c2ccco2)C(C(=O)NC2CCCC2)c2ccco2)c1 (stereo not given)
1.25	-1.3	O=C(Nc1ncc2c(n1)CC(c1cccc(Cl)c1)CC2=O)c1ccco1 (stereo not given)

Random draw from the library; overall some 0.84% were active at least once.
